# Large T inhibition: TAg ATPase/helicase activity blockers – biochemical (AID 1903); SV40 large T antigen ATPase/helicase inhibition assay; higher % means a stronger effect; inhibition, % at 20 µM; hits with a dose series show IC50 in µM; 310,000 compounds, 0.39% hits; in the data active means a potency from the dose series; inconclusive means inhibition mostly from about 32% at the one dose, without a potency; inactive means the rest, 99 in 100 with inhibition below about 32%; further: strong numbers were not always called active
# AID2073: disruptors of CaV2.2 binding to Mint1 – biochemical, HTRF (AID 2073); HTRF protein-protein interaction, Mint1-CaV2.2; higher % means a stronger effect; one-dose inhibition, % at 20 µM; IC50 in µM for titrated hits; 290,000 compounds, 0.19% hits; in the data active means inhibition mostly above about 51%, no sharp cut-off; inconclusive means no clear call, values can overlap the other calls; inactive means mostly below about 53%; further: some results filed as inactive read as strong as hits
# Dengue-2 NS5 capping: flavivirus cap methylation enzyme inhibition – biochemical, confirmation dose response, primary screen (AID 588689). 340,000 compounds, 0.3% hits. inhibition, % at 25 µM, or IC50 in µM where a hit was titrated. Dengue-2 NS5 methyltransferase capping enzyme assay, biochemical; higher % means a stronger effect; in the data active means a potency from the dose series; inconclusive means inhibition above about 29% without an active follow-up result
# MgcRacGAP inhibition: MgcRacGAP GTPase-activating activity inhibitors, confirmation, biochemical, ADP Hunter fluorescence | inhibition, % at 30 µM; hits with a dose series show IC50 in µM | 340,000 compounds, 0.6% hits | MgcRacGAP-stimulated Rac1 GTP hydrolysis, ADP Hunter fluorescence; higher % means a stronger effect; GST-tagged Rac1 F28L mutant substrate;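 active means first-screen hits whose inhibition reached a set limit at any dose in the follow-up dose series; inconclusive means inhibition above the set first-screen limit but never retested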;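 further: fluorescence reports GDP produced by GAP-driven GTP hydrolysis; strong numbers were not always called active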
# GPR55 beta-arrestin: GPR55 agonists via beta-arrestin recruitment, primary screen, imaging, U2OS cells, beta-arrestin-GFP redistribution (AID 1961); one-dose activation, % at 10 µM; EC50 in µM for titrated hits; 290,000 compounds, 0.048% hits; U2OS GPR55 beta-arrestin-GFP redistribution imaging; higher % means a stronger effect;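 active means activation above 40% with more than 50 cells counted in the well; inconclusive means wells holding fewer than 50 cells, flagged as toxic or sparse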;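 further: U2OS osteosarcoma cells stably expressing GPR55 and beta-arrestin-GFP; plate controls were DMSO negative control for no effect and LPI positive control for full effect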
# Yfh1-depleted yeast: enhancers of respiration in Yfh1-depleted yeast, dose response, Friedreich's ataxia, plus single-dose screen (AID 1465); 220,000 compounds, 0.074% hits; S. cerevisiae Yfh1-off respiration, WST-1 reduction, 72 h; higher fold induction means a stronger effect; fold induction at 50 µM; hits with a dose series show EC50 in µM;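 active means fold induction of absorbance versus untreated yeast above a set limit, then at least 30% activation at any dose in follow-up; inconclusive means repeats straddling the limit, or above it without dose testing; inactive means fold induction below the set limit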;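 further: activators that raise dye reduction in frataxin-depleted yeast; strong numbers were not always called active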
# NTR1 agonist: agonists of NTR1, primary screen, imaging, U2OS cells, beta-arrestin-GFP, high content (AID 493036); 330,000 compounds, 0.17% hits; P30989; activation, % at 20 µM; NTR1-U2OS beta-arrestin-GFP spot imaging, agonist mode;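 active means activation at or above 40% of the spot to cytoplasm intensity ratio, with at least 20 cells analyzed; inconclusive means wells under 20 cells, flagged as cytotoxic or low count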;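 further: 0% = DMSO without peptide and 100% = 100 nM NTR1 peptide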
# Target sequence (P30989 whole entry, looked up): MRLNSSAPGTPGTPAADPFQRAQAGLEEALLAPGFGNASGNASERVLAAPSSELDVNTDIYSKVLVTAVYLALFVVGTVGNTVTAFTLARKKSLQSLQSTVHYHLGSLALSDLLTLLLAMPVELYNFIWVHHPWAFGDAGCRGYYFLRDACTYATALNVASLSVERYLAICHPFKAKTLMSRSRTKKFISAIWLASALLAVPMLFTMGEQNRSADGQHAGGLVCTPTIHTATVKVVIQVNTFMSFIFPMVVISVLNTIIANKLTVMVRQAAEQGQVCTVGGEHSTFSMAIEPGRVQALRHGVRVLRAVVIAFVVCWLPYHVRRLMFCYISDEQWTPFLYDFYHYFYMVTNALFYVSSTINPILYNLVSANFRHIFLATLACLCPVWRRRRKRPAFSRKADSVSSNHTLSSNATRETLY
# GPR55 antagonists: GPR55 antagonists blocking LPI-driven arrestin recruitment, primary screen, imaging, U2OS, beta-arrestin-GFP, LPI agonist (AID 2013); U2OS GPR55 beta-arrestin-GFP translocation imaging, LPI antagonism; higher % means a stronger effect; inhibition, % at 10 µM; hits with a dose series show IC50 in µM; 290,000 compounds, 0.13% hits;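 active means spots per cell inhibited over 60%, with over 100 cells counted and total cytoplasm intensity under 500,000; inconclusive means wells with under 100 cells, flagged as likely toxic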;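 further: U2OS cells stably carrying GPR55 and arrestin-GFP stimulated by 5 µM LPI near EC80; imaged beta-arrestin-GFP aggregate spots per cell after agonist stimulation; plate controls were LPI-stimulated DMSO wells for no effect and DMSO wells without LPI for full effect; some results filed as inactive read as strong as hits; confirmed hits need IC50 under 10 µM and bright autofluorescent wells are also inconclusive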
# GPR35 arrestin U2OS: inhibition of zaprinast-stimulated GPR35 beta-arrestin translocation – imaging, U2OS, beta-arrestin-GFP, zaprinast agonist, primary screen (AID 2058). U2OS GPR35 beta-arrestin-GFP translocation imaging, zaprinast antagonism; higher % means a stronger effect. inhibition, % at 10 µM, or IC50 in µM where a hit was titrated. 290,000 compounds, 0.052% hits;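 active means inhibition of at least 50% with at least 30 cells and total cytoplasm GFP at most 10,000,000; inconclusive means under 30 cells or total GFP of 10,000,000 plus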
# NTR1 agonist cell count 20 µM: also measured in NTR1 agonist; calls as there; cell count; measured here: cell count, cytotoxicity flag
# Active calls of the source: *; i = inactive; ? = inconclusive; . = no result given.
SMILES,Large T inhibition,AID2073,Dengue-2 NS5 capping,MgcRacGAP inhibition,GPR55 beta-arrestin,Yfh1-depleted yeast,NTR1 agonist,NTR1 agonist cell count 20 µM,GPR55 antagonists,GPR35 arrestin U2OS
COc1ccc(N2C(=NC(=O)C3CC3)SC3CS(=O)(=O)CC32)cc1Cl (stereo unspecified),12%,?,0%,8%,-0.1%,.,0.3,59,25%,-8%
C[C@H]1CN=C(N(C)C)N1CCc1ccccc1,2%,.,8%,3%,.,.,0.7,81,.,.
Cc1nnc(SCC(=O)c2c(N)n(C)c(=O)n(C)c2=O)n1Cc1ccccc1,1%,-4%,1%,6%,-0.2%,i,0.0,39,4%,-6%
C(=C\c1nc2ccccc2[nH]1)/c1ccccc1,7%,6%,-10%,7%,0.0%,i,-6.9,103,-19%,-14%
O=C(Nc1cc(Cl)ccc1O)C1CC(c2ccccc2O)=NO1 (stereo unspecified),7%,8%,-3%,5%,0.2%,.,3.8,50,8%,-4%
O=C(CSc1ccc(Br)cc1)NC1CCS(=O)(=O)C1 (stereo unspecified),3%,.,-8%,3%,.,.,1.6,89,.,.
COc1ccccc1NS(=O)(=O)c1cc(NC(=O)c2ccc(Cl)nc2)ccc1Cl,20%,9%,-6%,7%,-0.3%,i,39,63,-4%,2%
O=C(NC(NC(=S)Nc1c(Cl)cccc1Cl)C(Cl)(Cl)Cl)OCc1ccccc1 (stereo unspecified),7%,-17%,2%,9%,0.3%,i,26,59,-2%,2%
Cc1ccn2c(C(=O)N/N=C\c3cccs3)c(C)nc2c1,-3%,3%,-9%,3%,0.3%,i,-1.4,52,8%,0%
CCn1cc(Cl)c(C(=O)Nc2ccc3c(c2)OCCO3)n1,20%,-12%,-5%,3%,0.0%,i,1.4,54,2%,1%
Cc1ccc(S(=O)(=O)N2CCOCC2)c(C)c1-n1cnnn1,-7%,8%,-1%,-2%,6.5%,i,-0.9,59,12%,-8%
CCC(C)N1CCN(S(=O)(=O)c2ccc3ccccc3c2)CC1 (stereo unspecified),10%,-5%,0%,?,-0.1%,.,0.9,79,3%,4%
Cc1ccc(S(=O)(=O)N2CCOCC2)cc1NC(=O)c1cccc(S(=O)(=O)N2CCCC2)c1,20%,-4%,0%,4%,-0.2%,i,2.6,17,6%,-5%
CCOC(=O)C1(Cc2ccc(OC)cc2)CCN(C(=O)CCn2cccn2)CC1,7%,7%,-8%,6%,0.4%,i,-0.7,76,-12%,-6%
Cc1ccc(NC(=O)c2ccc(NCCCN3CCC(C)CC3)c([N+](=O)[O-])c2)cc1F,-1%,-15%,0%,7%,-0.2%,i,-0.2,43,-6%,1%
CC(C)c1ccccc1NC1=CC(=O)CC(C)(C)C1,13%,-10%,-5%,7%,-0.2%,i,0.7,57,4%,1%
COc1cc2c(cc1OC)CN(C(=O)CSc1nc3[nH]ncc3c(=O)n1-c1ccccc1)CC2,-3%,-8%,.,.,-0.3%,i,-0.1,54,2%,-2%
C=C1CSc2nc(=O)c3c(C)c(C)sc3n21,2%,2%,-14%,10%,-0.2%,i,.,.,8%,11%
CN1C(=O)Cc2cc(S(=O)(=O)N3CCN(c4cccc(C(F)(F)F)c4)CC3)ccc21,0%,13%,-4%,4%,-0.1%,.,1.2,61,-9%,23%
Cc1cccc(NS(=O)(=O)c2cccc([N+](=O)[O-])c2)n1,1%,-7%,-6%,5%,-0.1%,i,0.1,27,6%,16%
CCc1ccc(OCC(=O)NC(=S)Nc2ccc(Br)c(C)n2)cc1,23%,15%,-14%,8%,0.2%,i,-1.3,78,9%,-6%
C=CCn1c(SCC(=O)c2[nH]c(C)c(C(C)=O)c2C)nnc1-c1ccncc1,8%,-7%,-5%,0%,-0.1%,i,0.9,60,-3%,5%
COc1ccccc1OCC(=O)Nc1ccncc1,5%,1%,.,14%,0.3%,.,-0.2,56,3%,12%
O=C(NCN1C(=O)C2C3C=CC(C3)C2C1=O)Nc1cccnc1 (stereo unspecified),8%,10%,2%,10%,-0.2%,i,-0.1,38,4%,0%
O=C(CSCc1cccc(CSCC(=O)Nc2ccccc2)n1)Nc1ccccc1,8%,-1%,-6%,9%,-0.1%,i,0.1,34,18%,5%
COc1ncnc2c1sc1nc(-c3ccccc3)c3c(c12)CCCC3,10%,2%,0%,7%,-0.1%,i,4.1,109,-9%,-4%
CC(NC(=O)c1c(F)cccc1Cl)c1ccc(-n2ccnc2)cc1 (stereo unspecified),1%,8%,0%,7%,-0.2%,.,2.0,61,-4%,-4%
Cc1ccc(/C=N/n2c(C)cc(C)c(C#N)c2=O)cc1,9%,-6%,0%,-8%,-0.4%,i,-0.1,79,1%,7%
Cc1cc(C)n(C2CC(=O)N(c3ccccc3)C2=O)n1 (stereo unspecified),7%,16%,-6%,2%,0.1%,i,0.0,61,5%,3%
CCOC(=O)c1sc(NC(=O)c2ccc(=O)[nH]c2)nc1C,14%,7%,-4%,0%,-0.2%,.,-1.5,52,-29%,9%

# Of the compounds above, these contain an NH in an aromatic ring:
SMILES,Large T inhibition,AID2073,Dengue-2 NS5 capping,MgcRacGAP inhibition,GPR55 beta-arrestin,Yfh1-depleted yeast,NTR1 agonist,NTR1 agonist cell count 20 µM,GPR55 antagonists,GPR35 arrestin U2OS
C(=C\c1nc2ccccc2[nH]1)/c1ccccc1,7%,6%,-10%,7%,0.0%,i,-6.9,103,-19%,-14%
COc1cc2c(cc1OC)CN(C(=O)CSc1nc3[nH]ncc3c(=O)n1-c1ccccc1)CC2,-3%,-8%,.,.,-0.3%,i,-0.1,54,2%,-2%
C=CCn1c(SCC(=O)c2[nH]c(C)c(C(C)=O)c2C)nnc1-c1ccncc1,8%,-7%,-5%,0%,-0.1%,i,0.9,60,-3%,5%
CCOC(=O)c1sc(NC(=O)c2ccc(=O)[nH]c2)nc1C,14%,7%,-4%,0%,-0.2%,.,-1.5,52,-29%,9%

# Next part.
SMILES,Large T inhibition,AID2073,Dengue-2 NS5 capping,MgcRacGAP inhibition,GPR55 beta-arrestin,Yfh1-depleted yeast,NTR1 agonist,NTR1 agonist cell count 20 µM,GPR55 antagonists,GPR35 arrestin U2OS
O=C(CC1C(=O)NCCN1Cc1c(F)cccc1Cl)NCCCOc1cccnc1 (stereo unspecified),0%,0%,3%,-4%,-0.2%,.,0.4,52,-6%,-12%
COc1cccc(C(c2nnnn2Cc2ccco2)N2CCN(Cc3ccccc3)CC2)c1OC (stereo unspecified),48%,-3%,-12%,5%,-0.1%,i,2.4,33,-10%,-4%
O=C(c1ccc(F)c(S(=O)(=O)N2CCOCC2)c1)N(CCc1ccccc1)Cc1ccccc1,20%,.,-1%,7%,.,.,6.5,71,.,.
COc1cc(NC(=O)NNC(=O)c2cc3occc3n2C)cc(OC)c1OC,12%,16%,-3%,8%,0.3%,.,-0.3,71,-14%,17%
COc1ccc(CCC(=O)NNC(=O)Nc2ccccc2Cl)cc1,8%,3%,-1%,8%,-0.1%,.,1.6,56,5%,-22%
Cc1cc(=O)n2[nH]c(Nc3cccc(Cl)c3)nc2n1,6%,.,-1%,9%,.,.,0.2,42,.,.
Cc1cccc(NC(=O)CNC(=O)COc2ccc(C(=O)c3ccc(F)cc3)cc2)c1C,8%,-3%,-1%,11%,0.2%,i,1.0,78,-1%,8%
CCN(CC)S(=O)(=O)c1ccc(C(=O)N(c2ccc(C)cc2)C2C=CS(=O)(=O)C2)cc1 (stereo unspecified),6%,-6%,-5%,-8%,-0.2%,i,0.3,52,17%,18%
S=C(NCc1ccco1)Nc1ccc(Br)cn1,18%,-34%,-7%,8%,-0.2%,.,2.6,56,8%,0%
O=C(c1cc(Cl)nc2ccccc12)N1CCN(S(=O)(=O)c2cccc(F)c2)CC1,3%,.,-8%,11%,.,.,0.8,83,.,.
O=C(NCCCN1CCCC1=O)c1cc2nc(-c3ccco3)cc(C(F)(F)F)n2n1,10%,26%,-7%,5%,0.3%,.,-0.4,52,2%,8%
COCc1cc(CN2CCN(CCCc3ccccc3)C(CCO)C2)ccc1OC (stereo unspecified),7%,-4%,2%,2%,-0.1%,.,-0.6,53,4%,0%
Cc1ccc(OCC(=O)Nc2ccc3oc(=O)ccc3c2)cc1C,6%,6%,-3%,6%,-0.2%,.,0.7,49,0%,7%
Cc1ccc(NC(=S)N2CCC(c3nc4ccccc4s3)CC2)cc1,0%,-24%,3%,9%,-0.1%,i,2.6,40,2%,7%
CCOc1ccccc1CN1CCN(C2CCSCC2)CC1CCO (stereo unspecified),14%,-5%,.,7%,-0.1%,i,0.2,36,12%,-5%
Cc1ccc(NC(=O)C2(C)Cc3ccccc3C(=O)O2)cc1 (stereo unspecified),6%,1%,-9%,4%,0.2%,i,0.9,101,9%,-3%
COc1cnn(C(C)(C)C)c(=O)c1Cl,6%,-7%,-6%,5%,-0.3%,i,1.3,73,9%,-3%
CCOC(=O)c1ccc(NC(=O)CCc2nc(-c3cccc(C)c3)no2)cc1,10%,1%,-2%,8%,0.5%,i,2.7,101,7%,-13%
O=C(NCCc1nnc2ccc(NCC3CCCO3)nn12)c1ccccc1 (stereo unspecified),9%,9%,-4%,0%,0.0%,i,0.2,63,3%,-11%
Cc1ccc(C(=O)C[n+]2cc(Br)cc(Br)c2)cc1[N+](=O)[O-],6%,-2%,-1%,3%,0.4%,i,1.4,31,2%,5%
CC(CSc1nc2ccccc2s1)Cn1c(N2CCCC2)nc2c1c(=O)[nH]c(=O)n2C (stereo unspecified),25%,-6%,-8%,19%,-0.3%,i,7.0,45,-10%,-24%
O=C(NCc1ccccn1)c1ccc(Cl)c(NC2=NC3CS(=O)(=O)CC3S2)c1 (stereo unspecified),9%,2%,-10%,8%,-0.4%,.,-0.5,46,9%,6%

# Source: PubChem
